IMPase Li cell: cell-permeable IMPase inhibitors with lithium potentiation; CHO-M1 cells, IP1 TR-FRET (IP-One), carbachol + lithium; Potency, µM (series often up to 59.4 µM), for the others: top-dose activity, negative = IMPase inhibition, hits mostly inhibitors; 0.35% of 210,000 active; AID 1457;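 further: IP1 builds up when IMPase is blocked and the TR-FRET signal falls; potency means the concentration at half of the fitted maximal effect; plate controls were basal vehicle for no effect and high inhibitor control for full effect; nearly all actives have a fitted effect of over 50% in size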
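Concentration–response in CHO-M1 cells, lithium-potentiated; 30 min at 37C. IP1 detected by competitive TR-FRET after 10 min lysis at RT. Hill-fitted AC50.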
HttQ103 aggreg: inhibitors of mutant huntingtin aggregate formation in PC12 cells; PC12 HttQ103-GFP aggregates, Acumen cytometry, 40 h; Potency, µM (top dose mostly 46.1 µM), inactives show at the highest dose activity change, negative = inhibition, most hits filed as inhibitors; 1.1% of 220,000 active; AID 1688; further: potency means the concentration at half of the fitted maximal effect; on the % scale 0 is the no-effect control and ±100 the full control effect; nearly all actives have a fitted effect of over 60% in size
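Using laser scanning cytometry, GFP-positive aggregates were counted after lysis of PC12 cells induced with 100 nM tebufenozide to express HTT exon 1 Q103–GFP. Compounds were tested in titration.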
NPSR antagonist: blocks cAMP signaling of the human neuropeptide S receptor; AID 1461; CHO-NPSR cells, cAMP TR-FRET, antagonist mode; 1% of 220,000 active; Q6W5P4; Potency, µM (highest dose often 38.3 µM), inactives show top-dose activity change, negative = inhibition, most hits filed as inhibitors; further: potency means the concentration at half of the fitted maximal effect; on the % scale 0 is the no-effect control and ±100 the full control effect; nearly all actives have a fitted effect of over 50% in size; many of its hits are not listed in these tables
Target sequence (Q6W5P4 whole entry, looked up): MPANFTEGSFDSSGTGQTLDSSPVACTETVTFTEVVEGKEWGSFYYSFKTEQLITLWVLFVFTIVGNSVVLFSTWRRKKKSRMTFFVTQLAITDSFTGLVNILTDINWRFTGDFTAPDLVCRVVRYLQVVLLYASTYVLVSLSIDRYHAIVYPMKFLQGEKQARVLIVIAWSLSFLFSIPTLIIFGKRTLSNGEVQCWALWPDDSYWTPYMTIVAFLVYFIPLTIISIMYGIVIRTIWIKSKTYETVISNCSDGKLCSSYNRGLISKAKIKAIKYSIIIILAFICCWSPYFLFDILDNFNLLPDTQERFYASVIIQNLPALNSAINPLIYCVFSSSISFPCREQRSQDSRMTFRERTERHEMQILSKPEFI
Epigenetic derep: derepresses silenced GFP reporter in murine cells; murine LDR cells, GFP reporter derepression, 30 h; Potency, µM (titrated, usually from 53.9 µM), for the others: at the top dose GFP activation, actives largely listed as activators; 0.2% of 280,000 active; AID 1865; further: potency means the concentration at half of the fitted maximal effect; % of control where 0% means no effect; nearly all actives have a fitted effect of over 60% in size
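Reporter derepression read as number of fluorescent GFP-positive objects, 20-120 um in size, counted by laser-scanning cytometer. Mouse LDR line with an epigenetically silenced CMV-GFP locus; compound incubation 30 h, 37 C.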
LMNA splice mod: LMNA splicing modulation; Potency, µM (top dose mostly 46.1 µM), for inactives: at the top dose ratio change, negative = inhibition, hits mostly inhibitors; 0.01% of 200,000 active; HeLa LMNA splicing GFP/RFP minigene ratio, 48 h; AID 1487; active means well fitted inhibition curve with a large enough effect in the signal ratio, with a control signal flat, not every such curve was filed as active; inconclusive means small, poorly fitted or top-dose-only effect, or effect the other way, or a change in a side signal; the % refers to the signal ratio; further: potency means the concentration at half of the fitted maximal effect; on the % scale 0 is the no-effect control and ±100 the full control effect
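S3 HeLa stable clones carrying a lamin A-EGFP splicing minigene plus DsRed2 were seeded at 600 cells/well in Opti-MEM with 2% FBS, pin-dosed and incubated 48 h at 37°C. Acumen cytometry (488 nm) gave the GFP/RFP total-intensity ratio.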
CBFb-RUNX1 inh: blocks binding between human CBF-beta and RUNX1; Q01196+Q13951; AlphaScreen CBFb-His/RUNX1-biotin binding, biochemical; Potency, µM (doses to about 59.8 µM), inactives show at the highest dose activity, negative = inhibition, hits mostly inhibitors; 230,000 tested, under 10 active; further: % of control where 0% means no effect
Target sequence (Q01196 whole entry, looked up): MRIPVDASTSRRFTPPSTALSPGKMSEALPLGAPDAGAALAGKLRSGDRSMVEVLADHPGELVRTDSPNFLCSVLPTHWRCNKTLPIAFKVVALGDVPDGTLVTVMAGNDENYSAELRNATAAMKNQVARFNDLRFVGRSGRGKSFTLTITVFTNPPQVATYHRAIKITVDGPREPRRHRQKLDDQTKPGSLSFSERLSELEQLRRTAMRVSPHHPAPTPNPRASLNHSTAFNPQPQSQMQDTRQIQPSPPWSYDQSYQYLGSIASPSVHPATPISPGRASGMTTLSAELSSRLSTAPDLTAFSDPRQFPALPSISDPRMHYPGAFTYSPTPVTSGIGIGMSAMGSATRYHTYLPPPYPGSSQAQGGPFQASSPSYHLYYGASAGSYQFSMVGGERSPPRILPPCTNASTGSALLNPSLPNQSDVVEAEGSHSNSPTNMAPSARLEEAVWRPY
Target sequence (Q13951 whole entry, looked up): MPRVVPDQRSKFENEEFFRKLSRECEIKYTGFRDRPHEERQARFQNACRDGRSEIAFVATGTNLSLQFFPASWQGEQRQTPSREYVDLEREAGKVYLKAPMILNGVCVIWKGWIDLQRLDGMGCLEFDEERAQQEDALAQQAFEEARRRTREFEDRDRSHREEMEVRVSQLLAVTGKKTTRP
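AlphaScreen proximity signal reports loss of binding between His-tagged CBF-beta and biotin-labelled RUNX1, each at 30 nM. Proteins are pre-associated for 20 minutes, compounds added for 15 minutes, then beads for 90 minutes, all at ambient temperature.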
KinaseGlo FLuc: blocks Kinase-Glo luciferase, a counter-screen artifact. 0.28% of 200,000 active. Kinase-Glo luciferase, ATP luminescence, 8 min. Potency, µM (highest dose often 38.3 µM), inactives show top-dose activity change, negative = inhibition, usual class: inhibitors; further: potency means the concentration at half of the fitted maximal effect; on the % scale 0 is the no-effect control and ±100 the full control effect; nearly all actives have a fitted effect of over 60% in size
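Kinase-Glo luciferase light output from ATP and luciferin was measured with 10 uM ATP, within the enzyme's linear range. Buffer: 50 mM imidazole pH 7.2, 50 mM KCl, 7 mM MgCl2, 0.01% Tween 20, 0.05% BSA; luminescence read after 8 min at ambient temperature.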
* marks the source's active call; other numbers are inactive results; u = inconclusive; x = not tested or not shown; [ ] = dose if it differs, or a comment. Unless noted, the call rests on the fitted dose curve; in most records, active means well fitted curve in the direction sought with a large enough effect; inconclusive means small, poorly fitted or top-dose-only effect, or another doubt; inactive means no such curve, though single readings can be large; an effect the other way counts as inactive or inconclusive. Some of the compounds tested, so the mix of outcomes need not match the whole.

Each structure is followed by: IMPase Li cell | HttQ103 aggreg | NPSR antagonist | Epigenetic derep | LMNA splice mod | CBFb-RUNX1 inh | KinaseGlo FLuc
> COc1cccc(N(CC(=O)Nc2ccccc2C)S(C)(=O)=O)c1
    6.3%[38.3 µM] | 5.0% | -0.1%[46.1 µM] | -1.9% | 4.9% | -1.0% | -3.2%
> CCOC(=O)C1=C(C)NC(=O)/C1=C\N(C)C
    2.1% | 20.5% | 14.1% | -4.4% | x | 10.0% | -2.1%
> COC(=O)c1sccc1N/N=C/c1cccc(Oc2ccccc2)c1
    4.4% | 3.3% | 7.6% | 0.0% | u | u | u
> O=C(Cn1cnc2ccccc2c1=O)NC1CCCc2ccccc21 (configuration not stated)
    17.1%[38.3 µM] | -18.4% | 1.2%[46.1 µM] | 1.9% | -5.4% | 8.0% | 0.8%
> Cc1ccc2[nH]c(=O)c(C(c3nnnn3C(C)(C)C)N3CCN(C(=O)c4ccco4)CC3)cc2c1 (configuration not stated)
    2.3%[38.3 µM] | 22.9% | -23.7%[46.1 µM] | 0.0% | 4.6% | -2.4% | -3.2%
> CS(=O)(=O)N(CCc1ccccc1)CC(=O)N1CCN(c2ccccc2)CC1
    26.7%[38.3 µM] | -24.2% | -5.1%[46.1 µM] | -1.1% | u | 9.8% | -1.0%
> O=C(COC(=O)Cc1ccccc1[N+](=O)[O-])NCc1ccc(F)cc1
    0.6% | -1.6% | 20.0% | 0.0% | -3.6% | 1.7% | 3.9%
> CCOC(=O)c1c(-c2ccccc2)csc1NC(=O)C1CCCO1 (configuration not stated)
    10.2%[38.3 µM] | -15.6% | u | 0.0% | 15.8% | -0.1% | 7.5%
> Cc1ccc(C)c(C(=O)CSc2nnnn2C(C)C)c1
    10.4% | 6.1% | -13.1%[46.1 µM] | 7.0% | -10.6% | 13.8% | 0.7%
> Cc1ccc(NC(=O)NC(=O)c2cnccc2C(F)(F)F)c(C)c1
    x | 6.0%[9.22 µM] | -9.5% | 17.6% | x | -3.6% | x
> Cc1cccc(N2C(=O)C(Cl)=C(N3CCOCC3)C2=O)c1
    x | 25.2%[9.22 µM] | -23.7% | 0.1% | x | 6.0% | x
> COc1ccc(-c2noc(CCC(=O)NC3CCCCC3)n2)cc1OC
    30.9%[activator][38.3 µM] | -10.7% | -16.6%[46.1 µM] | 1.9% | 7.3% | 14.1% | -1.5%
> CC(C)CCNC(=O)Cn1cc2c(n1)CCCCC2
    31.1%[38.3 µM] | -24.8% | 9.9%[46.1 µM] | 0.1% | -0.6% | 7.6% | 0.7%
> Cc1ccc(OCc2nc(-c3cccs3)no2)c([N+](=O)[O-])c1
    14.2% | -15.2% | -7.3% | -0.1% | 7.7%[9.22 µM] | -0.6% | -8.6%
> Cn1ncc2c(Nc3ccccc3Cl)nc(Nc3ccccc3Cl)nc21
    x | -7.5%[9.22 µM] | u | -2.9% | x | 10.6% | x
> COc1ccc(-c2ccc(=O)n(CC(=O)Nc3ccc4c(c3)OCCO4)n2)cc1
    5.6% | 0.0%[9.22 µM] | 20.6% | 1.0% | -4.1%[46 µM] | 3.7% | -1.2%
> O=C(C1CC(c2ccccc2O)=NO1)N1CCCC1 (configuration not stated)
    35.4%[38.3 µM] | 3.2% | -3.9%[46.1 µM] | 0.0% | 7.2% | 4.2% | 1.6%
> O=C(NC(=S)Nc1ccccc1N1CCOCC1)c1ccc([N+](=O)[O-])cc1
    -15.6% | 6.9% | -6.8% | 2.3% | -1.9% | 1.8% | 12.4%
> CNC(=S)N/N=C/c1ccc2c(c1)OCCO2
    -1.1% | 9.5% | 10.1% | 2.2% | -16.9% | -3.6% | -3.9%
> CCOc1ccc(Br)cc1S(=O)(=O)Nc1ccc(NC(=O)c2ccccc2C)cc1
    2.4% | -4.2% | -26.9% | 1.5% | -6.9% | 2.7% | -3.1%
> COC(=O)CN1C(=O)Nc2ccc(Br)cc2C1c1ccccc1Cl (configuration not stated)
    22.1%[38.3 µM] | 2.9% | -24.5%[46.1 µM] | -2.9% | 15.8% | -6.8% | 0.7%
> C[C@@H]1NC(=O)c2cc([N+](=O)[O-])cc(I)c2OCC[C@@H](C(=O)NC(CC(=O)O)C(N)=O)NC(=O)[C@H](CC(N)=O)NC1=O (some centres not stated)
    -7.3% | -3.5% | 12.4% | 4.5% | 2.9% | -1.3%[2.36 µM] | -1.3%
> O=S(=O)(NNc1nccc(C(F)(F)F)n1)c1cccc(Cl)c1Cl
    x | -16.1%[9.22 µM] | -24.3% | u | x | 3.9% | x
> Cn1nc([N+](=O)[O-])nc1Sc1cccc2cccnc12
    5.4% | 21.1%[9.22 µM] | u | u | x | -3.7% | -2.8%
> Cc1nn(CC(=O)NCC2CCCO2)c(=O)c2ccccc12 (configuration not stated)
    x | 2.5% | 13.9%[46.1 µM] | -3.9% | 7.3% | -4.4% | x
> O=C1CC(c2ccccc2)CC(O)=C1C=NCCN1CCN(C(=O)Nc2ccccc2)CC1 (configuration not stated)
    -0.4%[38.3 µM] | -7.4% | -17.0%[46.1 µM] | 0.9% | 8.9% | 0.8% | 0.4%
> O=C1C2ON(c3ccccc3)C(c3cccnc3)C2C(=O)N1Cc1ccccc1 (configuration not stated)
    1.4%[38.3 µM] | -13.8% | -23.0%[46.1 µM] | 0.7% | -0.2% | 3.3% | 1.3%
> CCc1ccc(C(=O)COC(=O)c2cccs2)cc1
    31.3%[38.3 µM] | -4.1% | -21.7%[46.1 µM] | -5.4% | -0.3% | 20.1% | u
> Cc1cc(NCCCN(C)C)n2nc(-c3cccs3)cc2n1
    5.7% | -3.6% | -0.2%[46.1 µM] | 2.5% | u | -2.9% | -10.8%
> Cc1ccc2c(c1)N(C(=O)CCC(=O)N1CCc3ccccc3C1)CCO2
    19.9%[38.3 µM] | 4.2% | -22.6%[46.1 µM] | -1.9% | u | -1.3% | -4.6%
> O=S1(=O)CCC(N2CCOCC2)C1 (configuration not stated)
    6.8%[38.3 µM] | 31.7% | 6.5%[46.1 µM] | -3.7% | -10.8% | 4.0% | -3.0%
> Nc1ncnc2c1ncn2CCN1CCOCC1
    -12.9%[38.3 µM] | -12.9% | -2.0%[46.1 µM] | 0.0% | -11.1% | -0.7% | 1.1%
> CCC(Sc1nc2cc(OC)c(OC)cc2c(=O)n1Cc1ccco1)C(=O)NCCOC (configuration not stated)
    3.9%[38.3 µM] | 3.4% | -20.6%[46.1 µM] | 0.9% | -4.1% | -7.0% | 0.9%
> O=C(Nc1cc(C(F)(F)F)ccc1N1CCOCC1)c1ccccc1F
    -11.7%[38.3 µM] | 14.1% | -25.8%[46.1 µM] | -0.9% | -12.1% | 2.8% | -7.3%
> CCOC(=O)c1cc2sccc2n1CC(=O)Nc1ccc(OC)cc1OC
    6.1% | -9.3% | -15.3%[46.1 µM] | 0.0% | -18.3% | 1.8% | 5.5%
> CC1CN(C(=O)c2ccc3c(c2)OCO3)OC(c2ccccc2)O1 (configuration not stated)
    2.1%[38.3 µM] | 9.6% | 2.8%[46.1 µM] | -0.9% | 0.7%[0.0737 µM] | -2.1% | 0.7%
> O=C(COc1ccccc1Br)NC1CCCC1
    -4.1% | u | 23.8% | 0.0% | u | -6.7% | 3.2%
> CCCCCCCCNC(=O)CCNC(=O)c1ccc(C(C)(C)C)cc1
    47.7%[activator][38.3 µM] | -7.5% | -29.2%[46.1 µM] | 0.8% | u | 10.3% | -4.0%
> CC(C)(C)CC(=O)NCc1ccc(F)cc1
    -9.4%[38.3 µM] | -9.5%[9.22 µM] | -2.6%[46.1 µM] | -1.8% | -3.7% | -0.3% | 2.2%
> CC1=NNC(=O)C1CC(=O)N/N=C/C(C)=C/c1ccccc1 (configuration not stated)
    2.7% | 15.1% | -4.7% | -0.2% | -4.6%[46 µM] | 7.6% | -0.1%
> CCOCCSc1nc2c(c(-c3cccs3)c1C#N)CC/C2=C/c1cccs1
    7.9% | -0.3% | -15.1% | -1.0% | -13.9% | 4.1% | -0.7%
> CC(=O)C1C(c2ccc(Br)cc2)c2c(noc2C)CC1(C)O (configuration not stated)
    x | 2.7%[9.22 µM] | -6.3% | -0.6% | x | 5.2% | x
> COc1ccc(-c2cc(C(=O)N/N=C/c3ccc4c(c3)OCO4)c3ccccc3n2)c(OC)c1
    -8.7%[38.3 µM] | 3.6% | -24.7%[46.1 µM] | -1.8% | u | -2.8% | -3.5%
> O=C(Nc1ccccc1)c1ccc(NCCN2CCOCC2)c(S(=O)(=O)N2CCOCC2)c1
    5.8%[38.3 µM] | -13.8% | -12.5%[46.1 µM] | -0.2% | -6.5% | -0.8% | 4.9%
> CCC(=O)N1CCc2cc(S(=O)(=O)NCCC(=O)Nc3cc(C)cc(C)c3)ccc21
    -13.9%[38.3 µM] | -10.1% | -3.6%[46.1 µM] | -1.1% | 9.8% | -0.2% | -6.1%
> Cc1ccc(C2(C)NC(=O)N(CCOc3ccccc3)C2=O)cc1 (configuration not stated)
    -1.1%[38.3 µM] | -27.9% | -8.6%[46.1 µM] | -1.2% | 0.0% | 0.4% | -3.3%
> O=C(N1CCOCC1)N1CCC(c2nc(-c3ccc(S(=O)(=O)N4CCOCC4)cc3)no2)CC1
    12.3%[38.3 µM] | -7.2% | -9.0%[46.1 µM] | 3.8% | -2.6% | 2.9% | 18.4%
> Cc1scc(C(=O)N/N=C/c2ccc(OCC(C)C)cc2)c1C
    33.8%[activator][38.3 µM] | u | u | -0.7% | 7.3% | 6.2% | -2.9%
> CC1(C(=O)NCc2ccc(F)cc2)Oc2ccccc2NC1=O (configuration not stated)
    7.6% | -6.3% | -4.2% | -2.2% | x | u | 1.4%
> CCOC(=O)c1cc(-c2ccc(C)c([N+](=O)[O-])c2)nc2c1c(=O)n(C)c(=O)n2C
    16.3% | 11.2% | -26.2% | 0.0% | -3.4%[46 µM] | 7.4% | -3.9%
> CCCCC1=CC2=CC(=O)C(C)(OC(=O)CC)C(=O)C2=CN1CCCN(CC)CC (configuration not stated)
    6.0% | x | x | x | u | 2.3%[13.1 µM] | -1.5%[7.66 µM]
> CCc1cc2c(SCC(=O)Nc3ncc(Cl)c(C)c3Cl)ncnc2s1
    9.4% | u | 13.2% | -1.0% | -11.5% | 1.0% | 1.6%
> Cc1nc(C(=O)NNC(=O)c2ccccc2)c(C(F)(F)F)o1
    x | -0.9%[9.22 µM] | -15.5% | -1.3% | x | 11.8% | x

Screening data (PubChem BioAssay)
